Assay outcomes deposited in PubChem by several laboratories.
PG9 Ab binder: PG9 antibody binding by small molecule. TR-FRET gp120-PG9 antibody binding. inhibition, % at 6.7 µM. actives 0.43% (n = 360,000). AID 624416; in the data active means inhibition above about 8.5%
HTRA1 inhibitor: inhibitors of human serine peptidase HTRA1; recombinant HTRA1, FP-rhodamine activity-based probe, fluorescence polarization; inhibition, % at 5.96 µM; actives 0.5% (n = 340,000); in the data active means inhibition above about 36%;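 further: 0% = enzyme with DMSO and 100% = wells lacking enzyme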
ASAP1 inh: inhibitors of human ASAP1 ArfGAP activity. ASAP1-stimulated ARF1 GTP hydrolysis, GDP FP detection. inhibition, % at 16.5 µM. actives 0.19% (n = 360,000). AID 624377; in the data active means inhibition above about 25%;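 further: 0% = vehicle with enzyme and substrate and 100% = no enzyme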
Target sequence (Q9ULH1 325-724 limits assumed): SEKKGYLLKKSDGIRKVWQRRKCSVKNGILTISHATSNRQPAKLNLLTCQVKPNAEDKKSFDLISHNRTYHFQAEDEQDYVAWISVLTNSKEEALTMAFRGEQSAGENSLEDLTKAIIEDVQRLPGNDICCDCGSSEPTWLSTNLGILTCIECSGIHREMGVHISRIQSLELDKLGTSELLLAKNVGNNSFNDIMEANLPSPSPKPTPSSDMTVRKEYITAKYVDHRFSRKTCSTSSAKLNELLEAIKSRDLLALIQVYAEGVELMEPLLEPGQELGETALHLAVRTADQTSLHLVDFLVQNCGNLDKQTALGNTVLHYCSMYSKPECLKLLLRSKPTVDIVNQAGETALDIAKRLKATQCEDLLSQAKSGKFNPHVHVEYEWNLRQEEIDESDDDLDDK
Rev-erbA mod: modulates human Rev-erb alpha binding to DNA; Rev-erbα–FITC-DNA binding, fluorescence polarization, 90 min; actives 0.79% (n = 370,000); P20393; activity, % at 10 µM;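 active means activity above about 14%, limit read from the data; passing the limit was not always enough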;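 further: 0% = DMSO wells with 35 nM protein and 100% = DMSO wells with 750 nM protein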
NPR1 activator: GC-A (human) enzyme activation; HEK293 GC-A cells, cGMP TR-FRET, EC30 ANP; 0% at EC30 ANP, 100% saturating ANP; activation, % at 10 µM; actives 0.14% (n = 370,000); AID 1671463; in the data active means activation above about 40%
ARFGAP1 inhibitor: rat ARFGAP1 inhibition | Q62848 | Arfgap1-stimulated ARF1 GTP hydrolysis, GDP FP detection | inhibition, % at 16.5 µM | actives 0.26% (n = 360,000);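 active means inhibition above a per-plate limit, mean inhibition of low control wells plus 3 SD, cut at about 25% in these data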;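 further: 0% = DMSO wells with enzyme and 100% = wells lacking Arfgap1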
Target sequence (Q62848 1-136 limits assumed): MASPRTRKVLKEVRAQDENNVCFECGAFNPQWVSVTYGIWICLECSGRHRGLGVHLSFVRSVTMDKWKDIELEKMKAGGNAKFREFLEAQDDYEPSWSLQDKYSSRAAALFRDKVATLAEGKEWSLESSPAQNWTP
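Repeats: one replicate per compound; assay system: rat Arfgap1 catalytic domain, aa 1-136; times: enzyme reaction 120 min at 25 °C after 20 min preincubation; detection: FP of antibody-bound GDP Alexa 633 tracer, ex 620/em 688 nm; benchmarks: high control wells lacking Arfgap1, low control full reaction with DMSO; reagent: human ARF1(Δ1-17)-GTP substrate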
rCAG binder: r(CAG) repeat RNA binding; AID 651821; TO-PRO-1 dye displacement fluorescence; actives 1.3% (n = 370,000); inhibition, % at 3 µM;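 active means inhibition above the plate cutoff, the mean of all test compounds on that plate plus 3 SD, cut at about 35% in these data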;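 further: 0% = DMSO alone and 100% = 100 µM mitoxantrone as full dye displacement; higher means more dye released from RNA so lower well fluorescence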
GC-B act: GC-B (human) receptor activation; P20594; HEK293-GC-B cells, CNP EC30, cGMP TR-FRET; 0% at EC30 CNP, 100% saturating CNP; activation, % at 10 µM; actives 0.11% (n = 370,000);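 active means activation at 10 µM reaching about 35% in either raw or pattern-adjusted values, limit read from the data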
SMARCA2 act: increases SMARCA2 function in MMTV reporter cells; AID 652017; activation, % at 9.1 µM; actives 1% (n = 370,000); MG213 cells, MMTV-luciferase reporter, dexamethasone, overnight; in the data active means activation above about 7.8%;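 further: 0% = vehicle wells and 100% = reference activator wells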
mABHD4 FP: ABHD4 (mouse) inhibition, primary FP screen; Q8VD66; purified mABHD4, FP-Rh probe fluorescence polarization; inhibition, % at 8.92 µM; actives 0.54% (n = 370,000);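 active means inhibition exceeding the mean over every tested compound plus 3 SD, cut at about 30% in these data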;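 further: 0% = plate median of compound wells and 100% = S159A mutant with DMSO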
Target sequence (Q8VD66 whole entry, looked up): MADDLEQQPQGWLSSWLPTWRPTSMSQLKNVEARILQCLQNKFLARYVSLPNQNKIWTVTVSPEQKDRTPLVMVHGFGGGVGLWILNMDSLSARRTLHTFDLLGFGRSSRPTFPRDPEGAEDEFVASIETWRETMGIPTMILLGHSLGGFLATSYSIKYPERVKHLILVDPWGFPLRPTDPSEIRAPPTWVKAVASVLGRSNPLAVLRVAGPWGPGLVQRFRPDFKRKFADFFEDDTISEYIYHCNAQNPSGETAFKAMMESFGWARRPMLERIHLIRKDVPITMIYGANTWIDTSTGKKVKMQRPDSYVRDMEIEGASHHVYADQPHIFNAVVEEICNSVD
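Assay system: mABHD4 protein; medium: HEPES pH 7.0, NaCl, Pluronic buffer; dosing: 8.92 µM, single dose; schedule: 45 min + 60 min at 25 °C; signal: FP readout, ex 525 nm / em 598 nm; read-out: normalized percent inhibition of probe labeling; repeats: single replicate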
* = called active by the depositor; x = not tested or not shown.

SMILES	PG9 Ab binder	HTRA1 inhibitor	ASAP1 inh	Rev-erbA mod	NPR1 activator	ARFGAP1 inhibitor	rCAG binder	GC-B act	SMARCA2 act	mABHD4 FP
COc1ccc(NC(=O)C2CC(=O)N(c3ccccc3Cl)C2)c(OC)c1 (stereo unspecified)	0.0	4	-4	2	4	-4	3	8	-4	-2
C/C(=N\NC(=O)Cc1c[nH]c2ccccc12)c1ccc2ccccc2c1	-1.8	-4	2	-4	-5	-1	2	-13	7	3
CCOC(=O)c1sc2nc(NC(=O)C3CCCCC3)sc2c1C	0.0	2	-1	10	-22	10	3	-10	1	-3
Cc1ccc(C2N=C(N)Nc3nc(=O)c4ccccc4n32)cc1 (stereo unspecified)	-1.8	3	4	1	2	-4	15	5	-4	-8
COc1ccccc1-c1cc(C(F)(F)F)nc(NCc2cccs2)n1	1.6	-8	-6	1	0	3	-2	3	-2	-12
CCOC(=O)C1CCN(Cc2ccc3ccccc3c2)CC1	1.1	2	-1	-6	-5	-17	-9	1	0	10
CC(=O)NCC(=O)OCC(=O)Nc1nc(-c2ccccc2)cs1	-1.7	1	11	-4	17	-9	1	6	-2	3
COc1ccc(Cl)cc1NC(=S)N1CCN(C(=O)c2ccco2)CC1	1.6	7	-3	-4	-3	39*	7	-1	0	3
CCOC(=O)N1CCN(c2c(Nc3ccc4c(c3)OCCO4)c(=O)c2=O)CC1	-1.9	4	-18	6	0	-4	2	1	-1	-9
COc1ccc(NC(=O)CCCc2ccccc2)c(OC)c1	-1.0	-3	-4	1	1	-14	-2	1	-1	2
O=C1C(C=NCCCN2CCOCC2)=C(O)c2ccccc21	-1.5	0	-1	-3	-2	5	-4	1	1	-3
OCC1(CCCc2ccccc2)CCN(Cc2cnc(N3CCOCC3)s2)CC1	-0.2	7	0	-5	-5	7	-8	-1	-4	-1
COc1cc(NC(=O)c2[nH]c(C)c(C(C)=O)c2C)cc(OC)c1OC	-2.1	7	9	-2	2	-1	-3	-3	-3	4
COC(=O)[C@H]1CCCN1C(=O)Nc1cccc(Oc2c(F)c(F)c(F)c(F)c2F)c1	1.6	-2	6	5	8	13	-2	-3	3	3
COc1ccc(NC(=O)CSc2nnnn2C2CCCCC2)cc1	-1.8	-5	4	0	2	16	-3	1	-3	0
O=C1C2CC=CCC2C(=O)N1c1ccc(NCCc2ccccc2)c([N+](=O)[O-])c1 (stereo unspecified)	-1.4	-11	5	-2	2	3	-2	2	-1	2
Cc1c(NC(=O)CSc2ccccc2Cl)c(=O)n(-c2ccccc2)n1C	-1.5	0	-10	1	-2	4	-2	1	0	1
Cc1ccc(-c2nc(CN3CCN(C(=O)C4CCCO4)CC3)cs2)cc1 (stereo unspecified)	-3.3	-5	15	1	-2	-2	-6	6	-2	3
Cc1ccc(Cn2nc(C)cc2C(=O)Nc2ccc(Cl)cc2)cc1	3.6	x	-1	3	0	17	1	-2	0	-39
Cc1ccc(-c2nn(C)c(=O)c3ccccc23)cc1CNC(=O)c1ccccc1	1.5	x	-8	-2	1	8	1	0	-8	-4

Overlap with the part before: 3 entries, followed by the next part.
SMILES	PG9 Ab binder	HTRA1 inhibitor	ASAP1 inh	Rev-erbA mod	NPR1 activator	ARFGAP1 inhibitor	rCAG binder	GC-B act	SMARCA2 act	mABHD4 FP
Cc1ccc(-c2nc(CN3CCN(C(=O)C4CCCO4)CC3)cs2)cc1 (stereo unspecified)	-3.3	-5	15	1	-2	-2	-6	6	-2	3
Cc1ccc(Cn2nc(C)cc2C(=O)Nc2ccc(Cl)cc2)cc1	3.6	x	-1	3	0	17	1	-2	0	-39
Cc1ccc(-c2nn(C)c(=O)c3ccccc23)cc1CNC(=O)c1ccccc1	1.5	x	-8	-2	1	8	1	0	-8	-4
O=C(N/N=C1\CC2CC=CC12)c1ccc(O)cc1 (stereo unspecified)	-0.9	3	-5	-1	1	-7	0	1	6	6
COc1ccc(N2CCN(c3cc(C)nc4ccc(OC)cc34)CC2)cc1	-2.6	0	2	2	-3	-9	-7	-6	-1	1
Cc1ccc(S(=O)(=O)N2CCCC2C(=O)N2CCCCCC2)cc1 (stereo unspecified)	0.9	4	-14	2	5	1	0	0	0	-1
O=C(NC(=S)N1CCCc2ccccc21)c1ccccc1	1.4	-6	12	12	9	1	3	-4	3	14
Cn1c(=O)c2c(nc(NC3CCCCC3)n2CC(O)COc2ccccc2)n(C)c1=O (stereo unspecified)	-0.7	-2	0	2	2	0	-3	-9	3	-6
CC1CN(Cc2ccco2)C(=S)NC1=O (stereo unspecified)	0.9	0	-9	3	1	-10	0	7	-6	0
COc1ccc(Br)cc1CN1CCCC(C(=O)N2CCCCCC2)C1 (stereo unspecified)	2.6	4	8	-3	-11	-7	-6	-8	-2	9
Cc1ccc(Cl)cc1N(Cc1ccc(C(=O)NCc2cccnc2)cc1)S(=O)(=O)c1ccccc1	0.0	-5	13	-5	4	9	2	4	-3	4
O=C1OC(N2C(=O)CC[C@H]2C(=O)NCC2CCCO2)c2ccccc21 (stereo partly specified)	0.6	-2	15	1	0	4	-1	-14	0	-4
CCc1ccc(C(=O)C(C)OC(=O)C2COc3ccccc3O2)cc1 (stereo unspecified)	-1.6	-4	0	-4	6	3	-1	5	1	-4
COc1ccc(C(=O)N2CCc3cc(OC)c(OC)cc3C2)cc1OC	-0.5	-10	2	x	x	9	-4	x	1	3
CN(C)CCNc1ncnc2c1ncn2[C@H]1CN(C)C[C@@H](CO)O1	-1.8	x	1	-10	-4	-8	0	-4	-6	-4
CN(C)CCn1c(=O)n(-c2cccc(Cl)c2)c(=O)c2c3c(sc21)CCCCC3	0.6	-6	1	-5	-7	-10	-7	-11	-6	8
C[C@H]1[C@@H](c2ccccc2)Oc2ccc(Cl)cc2S(=O)(=O)N1Cc1cccc(F)c1	-2.5	x	-5	6	-2	12	7	-1	-2	1
CCN(CC)C(=O)C1=C(C)NC(=O)NC1c1c(F)cccc1Cl (stereo unspecified)	0.3	-3	8	0	5	4	0	3	5	-4
CCN(CC)c1ccc(NC(=O)CSc2nc(C)cc(=O)[nH]2)cc1	-6.9	1	-2	2	-3	-8	6	-2	0	14
CCOc1ccc(N2CC(C(=O)NCCc3ccc(S(N)(=O)=O)cc3)CC2=O)cc1 (stereo unspecified)	-2.0	-3	2	7	-3	2	5	0	0	-1
Cc1nc2ncnn2c(C)c1CCC(=O)N1CCOCC1	-0.8	3	9	5	-1	6	4	5	0	0
CC(=C/c1ccccc1)/C=N/NC(=O)c1cccs1	-0.5	x	4	-4	-10	9	1	-8	2	-18
COc1ccc(NC(=O)c2ccc3ncsc3c2)cc1	1.1	4	-4	-2	1	8	0	-10	2	1
CCOc1cccc2sc(N(CCCN(C)C)C(=O)c3ccc(C(=O)c4ccccc4)cc3)nc12	-0.7	0	-3	-1	-8	10	-6	-10	-2	6
CC(C)C(C(=O)Nc1ccccc1)N1C(=O)c2ccccc2C1=O (stereo unspecified)	-3.0	-1	-8	-7	-4	-2	2	-1	-1	5
CCOC(=O)C1CCN(C(=O)C(C)(C)NC(=O)Nc2ccc(N(C)C)cc2)CC1	x	x	x	2	-5	x	x	-5	x	8
COc1ccc(C(=O)Cn2nnc(-c3cccs3)n2)cc1	1.9	-8	0	2	0	0	-3	4	5	1
COc1cccc(C(=O)N(CN2CCCC2=O)c2ccccc2OC)c1	-1.1	0	7	1	3	-1	0	0	-3	-4
C=C1C[C@@]23CCC4[C@@](C)(CCC[C@@]4(C)C(=O)O)C2CC[C@]1(O)C3 (stereo partly specified)	0.0	-5	-4	13*	4	6	8	3	1	2
COc1c2ccoc2nc2c(OC)cccc12	-1.6	9	12	x	x	-3	1	x	3	-4
COC(=O)c1ccc(OCC(O)CNCC(c2ccc(OC)cc2)N(C)C)c(OC)c1 (stereo unspecified)	-0.5	0	15	-4	-2	10	2	-2	1	9
Cc1onc(-c2ccccc2)c1C(=O)NCC1COc2ccccc2O1 (stereo unspecified)	1.6	1	13	-4	0	2	-1	1	1	0
CCCCC(=O)Nc1nnc(CCOC)s1	1.1	5	1	-6	-1	16	-1	2	-2	2
CCn1c(CNC(=O)Cc2ccc(OC)cc2)nnc1SCC(=O)Nc1nccs1	-1.7	7	5	-1	2	8	-1	2	0	5
CCOc1ccc(-c2cccc(NC(=O)c3cccs3)c2)nn1	-1.0	-27	8	-7	0	3	0	2	-2	-4
CCOc1ccc(OCCC(=O)OCC(=O)N(CC)c2c(N)n(Cc3ccccc3)c(=O)[nH]c2=O)cc1	1.5	3	0	-5	2	2	-1	2	-2	6
Cn1nnnc1SCCNCc1cccc2ccccc12	0.0	-2	-6	-1	2	-5	-3	-1	0	-1
CCn1c2ccccc2c2cc(/C=N/n3c(-c4cc(C)[nH]n4)n[nH]c3=S)ccc21	3.7	-29	7	-6	4	11	21	-1	0	-4
COc1ccc(C)cc1S(=O)(=O)N(C)CC(=O)NC1CCCC1	-0.6	2	-1	-3	-2	-5	-8	3	-4	2
C/C(=N\N1CCN(c2ccccc2)CC1)c1ccc(O)cc1	0.0	2	-6	-1	4	10	-1	7	1	13
NNC(=O)c1nn(-c2ccc(Cl)cc2)cc1O	-0.5	28	-6	-2	0	3	4	-12	-1	12
CCCCN1CCS(=O)(=O)N(Cc2ccc(Cl)cc2)C(C(=O)OC)C1 (stereo unspecified)	x	x	x	-9	-3	x	-2	-1	-3	3
COc1ccc(-c2c(C)oc3cc(O)cc(O)c3c2=O)cc1OC	-2.3	2	-12	16	0	9	4	4	-1	-1
CC1CC1C(=O)OCC(=O)Nc1ncc(Cl)cc1Cl (stereo unspecified)	-1.4	0	-11	-6	3	4	5	-1	7	8
COc1ccccc1NC(=O)C1CCN(S(=O)(=O)c2ccc3c(c2)NC(=O)C(C)S3)CC1 (stereo unspecified)	0.1	-9	7	1	-7	14	2	-6	-1	1
CCc1cccc(NC(=O)CN(c2ccc(OC)cc2)S(=O)(=O)c2c(C)n[nH]c2C)c1	-0.3	-23	15	-5	2	4	-1	-1	-1	-7
O=C(/C=C/c1ccco1)Nc1cccc(S(=O)(=O)N2CCOCC2)c1	-0.1	-5	-11	5	-1	-8	6	-1	-1	5
O=C(Cn1nc(-c2cccc(Cl)c2)ccc1=O)Nc1ccccc1Br	-2.0	5	9	7	-1	-2	-1	1	-1	7
O=C(N/N=C/c1ccc(OCC(=O)N2CCCCC2)cc1)c1ccccc1O	-1.3	5	7	-12	3	-1	2	0	1	1
COc1ccc(C(=O)Nc2ccccc2N2CCN(C(=O)C(C)C)CC2)cc1Cl	-1.2	-11	-5	-4	-1	-4	-4	1	2	-3
CC(C)=CC(=O)Nc1ccc(OCc2ccccc2)cc1	1.9	-11	14	4	6	1	0	6	3	-3
COC(C(=O)Nc1ccc(S(=O)(=O)Nc2cccc3ccccc23)cc1)c1ccccc1 (stereo unspecified)	-4.3	-59	8	1	-2	6	13	0	1	-48
